KB-3-1 tox = qHTS assay for MDR1-selective chemotherapeutics: Primary screen using the parental adenocarcinoma cell KB-3-1 | KB-3-1 viability, CellTiter-Glo ATP luminescence, 72 h | Potency, µM (top dose mostly 46.1 µM), for the others: at the highest dose activity change, negative = cytotoxic, actives largely listed as cytotoxic | 1.4% of 400,000 active; also: potency is read from the fitted curve at half-maximal effect; % is scaled to controls: 0 for no effect and ±100 for the full control effect; nearly all actives have a fitted effect of over 60% in size
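Luminescent ATP read-out (CellTiter-Glo) measures survival of drug-naive KB-3-1 cells after 72 h compound exposure at 37 °C. Titration series was screened from lowest to highest concentration, with DMSO vehicle plates as background controls.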
HT1080-NT tox = qHTS for induction of synthetic lethality in tumor cells producing 2HG: qHTS for the HT-1080-NT fibrosarcoma cell line. Potency, µM (series often up to 46.1 µM), for the others: at the highest dose activity, negative = less viability, actives largely listed as cytotoxic. HT-1080-NT fibrosarcoma viability, CellTiter-Glo ATP luminescence, 48 h. 1.6% of 360,000 active. AID 686970, 2013;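 also: NT is the 2HG producing partner of a matched IDH1 knockdown line; potency is read from the fitted curve at half-maximal effect; 0% = DMSO-treated cells and -100% = media-only wells without cells; nearly all actives have a fitted effect of over 55% in size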
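Viability of the 2HG-overproducing fibrosarcoma line after 48 hours of compound exposure at 37 degrees C was determined by luminescence with CellTiter-Glo, and concentration-effect curves were then fitted and categorized.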
HT1080 IDH1KD tx = qHTS for induction of synthetic lethality in tumor cells producing 2HG: qHTS for the HT-1080-IDH1KD cell line | HT-1080 IDH1 knockdown viability, ATP luminescence, 48 h | Potency, µM (titrated, usually from 46.1 µM), without a hit: at the top dose activity, negative = toxicity, actives largely listed as cytotoxic | 2% of 360,000 active;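 also: potency is read from the fitted curve at half-maximal effect; 0% = DMSO wells and -100% = cell-free medium wells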
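After a 2 h attachment period, IDH1KD HT-1080 cells took pin-transferred compound for 48 h at 37 °C; ATP-based luminescence after 10 min room-temperature reagent incubation reported viability.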
GLP1R cytotox = qHTS of GLP-1 Receptor Inverse Agonists: Cytotox Screen; 0.13% of 410,000 active; AID 624418, 2012; Potency, µM (series often up to 38.3 µM), inactives show at the highest dose activity change, negative = inhibition, hits mostly inhibitors; HEK293 cAMP-luciferase reporter cells, luminescence, 24 h;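 also: loss of luciferase light is scored as toxicity; potency is read from the fitted curve at half-maximal effect; % is scaled to controls: 0 for no effect and ±100 for the full control effect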
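A 23 nL compound transfer followed 12 hours of cell culture at 37 deg C; exposure then lasted 24 hr. Luciferase assay detection reagent was dispensed and plates read for luminescence after a 12 min room-temperature wait.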
DRD3 agonist = qHTS of D3 Dopamine Receptor Agonist: qHTS; AID 652048, 2013; 0.58% of 410,000 active; D3R DiscoveRx beta-arrestin cells, luminescence, 90 min; D(3) dopamine receptor (Homo sapiens), P35462; max activation, %; in the data active = max activation above about 30%; also: 0% is about no effect; mostly tested at two doses, the higher about 12 µM
Target sequence (P35462 whole entry, looked up): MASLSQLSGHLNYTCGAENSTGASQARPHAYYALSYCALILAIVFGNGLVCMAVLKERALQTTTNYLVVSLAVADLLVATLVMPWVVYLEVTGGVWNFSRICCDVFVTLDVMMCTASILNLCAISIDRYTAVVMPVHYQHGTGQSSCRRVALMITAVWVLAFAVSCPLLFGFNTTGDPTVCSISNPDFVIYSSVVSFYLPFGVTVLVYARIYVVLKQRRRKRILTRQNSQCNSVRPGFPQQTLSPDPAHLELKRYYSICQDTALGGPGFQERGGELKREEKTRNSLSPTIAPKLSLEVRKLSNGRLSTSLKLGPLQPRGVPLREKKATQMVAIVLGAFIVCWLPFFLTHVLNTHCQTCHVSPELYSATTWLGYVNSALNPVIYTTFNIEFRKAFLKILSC
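Cells at 1500/well, incubated overnight, then treated with pinned compounds (dopamine as control) for 90 min at 37 degrees C. DiscoveRx reagent added for 30 - 60 minutes at room temperature; luminescence read.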
MCF10A rereplic = A quantitative high throughput screen for small molecules that induce DNA re-replication in MCF 10a normal breast cells | Potency, µM (top dose mostly 46.1 µM), without a hit: top-dose activity, positive = re-replication, actives largely listed as activators | 2.9% of 350,000 active | MCF 10A DNA re-replication, Hoechst nuclear intensity, 48 h; also: potency is read from the fitted curve at half-maximal effect; % of control where 0% means no effect; nearly all actives have a fitted effect of over 50% in size
KB-V1 cytotox = qHTS assay for MDR1-selective chemotherapeutics: Primary screen using the drug-selected MDR subline cells KB-V1. KB-V1 MDR cells viability, CellTiter-Glo, 72 h. Potency, µM (titrated, usually from 46.1 µM), for inactives: at the highest dose activity change, negative = cytotoxicity, usual class: cytotoxic. 3.4% of 400,000 active. AID 1347076, 2019; also: potency is read from the fitted curve at half-maximal effect; % is scaled to controls: 0 for no effect and ±100 for the full control effect; nearly all actives have a fitted effect of over 60% in size
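Cells of the MDR subline KB-V1 are plated, dosed with compound at multiple concentrations, and incubated 72 h at 37 degrees C; CellTiter-Glo is then added and luminescence read after 10 min.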
SW480 rerep = A quantitative high throughput screen for small molecules that induce DNA re-replication in SW480 colon adenocarcinoma cells | SW480 DNA re-replication, Hoechst DNA content imaging, 48 h | Potency, µM (top dose mostly 46.1 µM), inactives show at the highest dose re-replication activation, most hits filed as activators | 1.8% of 340,000 active | AID 624297, 2012; also: potency is read from the fitted curve at half-maximal effect; % of control where 0% means no effect; nearly all actives have a fitted effect of over 55% in size
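Cells (250 per well) received 23 nL compound or DMSO by pin tool and were kept 48 hr at 37 C, 5% CO2. Nuclei were then stained with Hoechst for 40 min and scanned for DNA content.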
IL-1B inflam inh = qHTS for Inhibitors of Inflammasome Signaling: IL-1-beta AlphaLISA Primary Screen; THP-1 LPS/ATP IL-1B secretion, AlphaLISA, 16 h; active compounds read low; activity change, % at 57.5 µM; 4.7% of 360,000 active; in the data active = activity change below about -50%; inconclusive = mostly about -30% to -49%; also: % is scaled to controls: 0 for no effect and ±100 for the full control effect
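THP-1 cells pretreated 1 hr with compounds (up to 57.5 uM final), then stimulated with LPS (250 ng/mL final) plus ATP (1.25 mM final); secreted IL-1B measured by AlphaLISA after 16 hr, decreased signal indicating inhibition.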
Numbers without * were called inactive; ? = inconclusive; / = not tested or not shown; & = joins results of further samples; [ ] = remark or other dose. Unless noted, calls follow the shape of the dose curve; as a rule, active = well fitted curve in the direction sought with a large enough effect; inconclusive = small, poorly fitted or top-dose-only effect, or another doubt; inactive = no such curve, though single readings can be large; an effect the other way counts as inactive or inconclusive.

1) COc1nc(-c2ccccc2)c2c(c1C#N)CC(C)(C)OC2
2) C=CCN1CCN(C(=O)c2cc3c(s2)CCC(CC)C3)CC1 (stereo not drawn)
3) Cc1ccc(-c2nn3c(C)nnc3c3ccccc23)cc1S(=O)(=O)NCCN1CCOCC1
4) Cc1ccc(S(=O)(=O)NCC(C)NS(=O)(=O)c2ccccc2[N+](=O)[O-])cc1 (stereo not drawn)
5) O=C(c1ccc2c(c1)N(Cc1cccc(F)c1)C(=O)c1ccccc1S2)N1CCOCC1
6) O=C(C1CCN(S(=O)(=O)c2cccc3nonc23)CC1)N1CCN(c2ccccc2)CC1
7) CCCCCC(=O)N1C[C@H](n2cc(COC(=O)c3ccccc3)nn2)[C@@H](O)C[C@@H]1c1ccc(C)cc1
8) CCc1noc(C)c1C(=O)Nc1cc(S(=O)(=O)N(CC)CC)ccc1N1CCOCC1
Compound	1	2	3	4	5	6	7	8
KB-3-1 tox	-3%	5%	0%	7%	-5%	0%	?	-1%
HT1080-NT tox	-8%	10%	?	7%	/	/	?	5%
HT1080 IDH1KD tx	1%	0%	-1%	15%	/	/	?	1%
GLP1R cytotox	-1%	2%	2%	4%	-12%	-18%	-14%	9%
DRD3 agonist	-9	-32	-6	8	-2	-13	-7	-11
MCF10A rereplic	-15%	20%	?	23%	/	/	/	5%
KB-V1 cytotox	-13%	-4%	5%	10%	7%	-5%	9%	-9%
SW480 rerep	-6%	-1%	-19%	?	/	/	/	3%
IL-1B inflam inh	-5	-14	2	-7	/	/	6	-16

Among those listed so far, these contain four or more nitrogen atoms:
3) Cc1ccc(-c2nn3c(C)nnc3c3ccccc23)cc1S(=O)(=O)NCCN1CCOCC1
6) O=C(C1CCN(S(=O)(=O)c2cccc3nonc23)CC1)N1CCN(c2ccccc2)CC1
7) CCCCCC(=O)N1C[C@H](n2cc(COC(=O)c3ccccc3)nn2)[C@@H](O)C[C@@H]1c1ccc(C)cc1
8) CCc1noc(C)c1C(=O)Nc1cc(S(=O)(=O)N(CC)CC)ccc1N1CCOCC1
Compound	3	6	7	8
KB-3-1 tox	0%	0%	?	-1%
HT1080-NT tox	?	/	?	5%
HT1080 IDH1KD tx	-1%	/	?	1%
GLP1R cytotox	2%	-18%	-14%	9%
DRD3 agonist	-6	-13	-7	-11
MCF10A rereplic	?	/	/	5%
KB-V1 cytotox	5%	-5%	9%	-9%
SW480 rerep	-19%	/	/	3%
IL-1B inflam inh	2	/	6	-16

More compounds follow.
9) O=C(Nc1ccc(F)c(Cl)c1)C1Cc2c(-c3ccccc3Oc3ccccc3)ccnc2O1 (stereo not drawn)
10) COc1ccc2c(c1)C(c1ccc(C)o1)=NNC(c1cccnc1)=N2
11) COc1ccc(C)cc1S(=O)(=O)N1CCC(C)CC1
12) CSc1nc(-c2ccc(C)cc2)[nH]c1S(=O)(=O)c1ccccc1
13) Cc1ccc2c(CC(=O)Nc3ccc4nc(N5CCOCC5)sc4c3)coc2c1
14) COc1ccc2c(c1)-c1ccccc1S(=O)(=O)N2C
15) NC(=O)c1cc2cc([N+](=O)[O-])ccc2oc1=O
16) O=C(NCc1ccccn1)[C@H]1C[C@@H]1[C@H](NP(=O)(c1ccccc1)c1ccccc1)c1ccccc1
Compound	9	10	11	12	13	14	15	16
KB-3-1 tox	-15%	7%	-25%	0%	-11%	-4%	4%	5%
HT1080-NT tox	13µM*	4%	-6%	-18%	-2%	-2%	1%	-2%
HT1080 IDH1KD tx	0%	-5%	-3%	23µM*	-12%	-2%	2%	9%
GLP1R cytotox	-10%	-3%[0.307 µM]	6%	-11%	-15%	-14%	-6%	8%
DRD3 agonist	-3	-2	0	-17	0	-3	-12	-3
MCF10A rereplic	/	9%	4%	2%	/	?	11%	4%
KB-V1 cytotox	-26%	?	18µM*	-1%	7%	0%	-2%	4%
SW480 rerep	/	18%	8%	-2%	/	5%	-13%	12%
IL-1B inflam inh	?	-3	-7	-4	40	29	-12	41

17) CCOc1ccc(NC(C)C(=O)N/N=C/c2cccs2)cc1 (stereo not drawn)
18) CC(C)n1nc(C(=O)NNC(=O)c2ccncc2)c2ccccc2c1=O
19) Cc1cc(C(=O)COc2ccccc2C(N)=O)c(C)n1CC1CCCO1 (stereo not drawn)
20) CCCCNC1C(CC)C(CCC)C(C#N)(C#N)C1(C#N)C#N (stereo not drawn)
21) CCC(=O)N1CCc2cc(Br)cc(S(=O)(=O)CCC(=O)NCc3ccccc3)c21
22) O=S(=O)(Nc1cccc(CCc2ccccn2)c1)c1ccc2ccccc2c1
23) COC(=O)c1ccc(C(NC(=O)OCc2ccccc2)/C(C)=C/[C@@H](C)C(=O)NCc2ccc(OC)c(OC)c2)cc1 (stereo partly drawn)
24) CCc1cccc(NC(=O)CCNS(=O)(=O)c2cc(Br)cnc2N)c1
Compound	17	18	19	20	21	22	23	24
KB-3-1 tox	-12%	?	-26%	?	13%	-10%	11%	8%
HT1080-NT tox	2%	-1%	?	?	/	-18%	-9%	-23%
HT1080 IDH1KD tx	1%	-5%	?	?	/	-23%	-1%	-26%
GLP1R cytotox	-9%	-5%	14%[7.66 µM]	?	-9%	-6%	-10%	-10%
DRD3 agonist	4	-3	-6	-6	2	-10	-21	2
MCF10A rereplic	-2%	4%	12%	21µM*	/	6%	5%	13%
KB-V1 cytotox	-19%	-18%	4.6µM*	?	?	-28%	-22%	12%
SW480 rerep	-5%	-5%	0%	?	/	0%	-6%	23%
IL-1B inflam inh	-1	12	-2	-118*	/	-1	-4	2

25) CC[C@H]1OC(=O)[C@H](C)[C@@H](O[C@H]2C[C@@](C)(OC)[C@@H](O)[C@H](C)O2)[C@H](C)[C@@H](O[C@@H]2O[C@H](C)C[C@H](N(C)C)[C@H]2O)[C@](C)(OC)C[C@@H](C)C(=O)[C@H](C)[C@@H](O)[C@]1(C)O
26) O=C(CCNc1ccc(Cl)c(C(F)(F)F)c1)c1ccco1
27) Cc1onc(-c2ccccc2Cl)c1C(=O)Nc1nnc(-c2ccc(F)cc2)s1
28) Cc1cccc(OCC(=O)N/N=C\c2cc3c(cc2[N+](=O)[O-])OCO3)c1C
29) CCS(=O)(=O)C1=NN2C(=N)/C(=C\c3ccc(OCCOc4cccc(OC)c4)c(OC)c3)C(=O)N=C2S1
30) CC(=O)Nc1ccc(S(=O)(=O)N2CCC(C(=O)NCc3ccncc3)CC2)cc1
31) CC(NC(=O)CN(c1ccc(Cl)cc1Cl)S(=O)(=O)c1ccccc1)c1ccccc1 (stereo not drawn)
32) Cc1ccc(S(=O)(=O)N2[C@@H](Cc3ccccc3)CO[C@H]2CC(=O)c2cccs2)cc1
Compound	25	26	27	28	29	30	31	32
KB-3-1 tox	0%	0%	1%	-12%	-19%	5%	-13%	-10%
HT1080-NT tox	14%	4%	-3%	-3%	-6%	3%	/	4%
HT1080 IDH1KD tx	6%	9%	-8%	?	-1%	3%	/	3%
GLP1R cytotox	0%	7%	-9%	-18%	-7%	-1%	-5%	3%
DRD3 agonist	13&3	-13	0	4	-3	13	-4	0
MCF10A rereplic	?	?	1%	-5%	?	-6%	/	/
KB-V1 cytotox	-7%	7%	-1%	0%	-6%	?	5%	?
SW480 rerep	-4%	-13%	-3%	-5%	-7%	-4%	/	/
IL-1B inflam inh	-12	-5	6	-15	18	15	/	16

33) C#CCSc1nsc(SCC#C)c1C#N
34) O=C(CCC(=O)N1CCN(S(=O)(=O)c2ccc3ccccc3c2)CC1)Nc1cc(Cl)cc(Cl)c1
35) COc1ccc(CNC(=O)Nc2nc(C(N)c3ccccc3)cs2)cc1 (stereo not drawn)
36) Cc1c(NC(=O)COC(=O)c2ccc(Cl)nc2)c(=O)n(-c2ccccc2)n1C
37) OC(CNC1CCCC1)COc1ccccc1Br (stereo not drawn)
38) COCCNC(=O)CN(C(=O)CCC(=O)Nc1ccccn1)c1ccc(C)c(C)c1
39) COc1ccc(/C=C(\NC(=O)c2cccs2)C(=O)NCc2ccco2)cc1OC
40) COc1cc2c(cc1OC)-c1cc(N3CCCCCC3)nc(=O)n1CC2
Compound	33	34	35	36	37	38	39	40
KB-3-1 tox	-9%	-16%	0%	0%	-5%	9%	4%	-7%
HT1080-NT tox	-9%	-5%	?	12%	-11%	-1%	19%	-22%
HT1080 IDH1KD tx	?	-14%	?	-1%	-11%	10%	12%	?
GLP1R cytotox	-17%	1%	-4%	-1%	2%	-18%	-2%	-3%
DRD3 agonist	1	-3	1	-11	-7	3	2	3
MCF10A rereplic	0%	?	/	-3%	8%	-1%	0%	3%
KB-V1 cytotox	3%	-7%	-2%	-4%	-9%	7%	15%	-29%
SW480 rerep	23%	2%	/	1%	6%	0%	-17%	-1%
IL-1B inflam inh	0	-53*	0	-13	-6	28	-4	-2

Screening results: PubChem, National Center for Advancing Translational Sciences (NCATS)
